NFkB transloc inh: inhibitors of IL-1B driven NFkB p65 nuclear import, primary screen, imaging, HUVEC, IL-1B stimulus, high-content imaging | HUVEC IL-1B NFkB p65 nuclear translocation imaging | inhibition, % at 2 µM | actives 0.43% (n = 94,000);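 active = inhibition above about 30% together with a positive call from visual inspection of the well image, limit read from the data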;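 note: nuclear over cytoplasmic p65 intensity ratio measured by imaging; 0% = IL-1B stimulated DMSO wells and 100% = unstimulated DMSO wells; values of inactives mirror those of a sister screen read the other way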
PLAP inhibitors HTS: PLAP enzyme inhibitors, biochemical, luminescence, HTS (AID 690). Alkaline phosphatase, placental type (Homo sapiens). purified PLAP, luminescent substrate; higher % means a stronger effect. one-dose inhibition, % at 20 µM; IC50 in µM for titrated hits. actives 0.08% (n = 96,000); in the data active = a potency from the dose series; inactive = the rest, 99 in 100 with inhibition below about 30%; note: strong numbers were not always called active
Bcl-B displacement: displacers of TR3 peptide from Bcl-B, primary screen, selectivity assay for Bfl-1 inhibitor project, biochemical, fluorescence polarization; Bcl-2-like protein 10 (Homo sapiens); FP displacement of FITC-TR3 peptide from Bcl-B; higher % means a stronger effect; one-dose displacement, % at 20 µM; IC50 in µM for titrated hits; actives 0.11% (n = 96,000); AID 748, 2007;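 active = displacement above 50% at 20 µM plus a fluorescence interference ratio under 1.5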;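 note: plate controls were wells without compound for no effect and wells lacking Bcl-B protein for full effect; a part of the inactive calls stands beside numbers as strong as those of hits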
MRP resist rev: reversal of MRP1-mediated doxorubicin resistance, primary screen, H69AR cells, doxorubicin co-treatment | H69AR cells + 2 uM doxorubicin, CellTiter-Glo, 72 h | differential viability (reversal), % at 10 µM | actives 0.04% (n = 85,000) | AID 602, 2007;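 active = viability drop by adding the cancer drug above about 55%, with treated viability meeting a 40% cutoff, limit read from the data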;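 note: viability without doxorubicin minus viability with 2 µM doxorubicin for each compound; larger differential means the compound sensitizes cells more to doxorubicin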
NFkB transloc pot: enhancers of NFkB p65 translocation in HUVEC – imaging, IL-1B stimulus, high-content imaging, primary screen; HUVEC IL-1B NFkB p65 nuclear translocation imaging; activation, % at 2 µM; actives 0.3% (n = 94,000);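 active = activation above 40%, about the mean plus 3 SD, also judged a hit on visual image review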;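 note: percent activation is computed from the nuclear over cytoplasmic p65 intensity ratio; values of inactives mirror those of a sister screen read the other way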
MRP resist rev cytotoxicity: second read-out of MRP resist rev, no call of its own (marks repeat the call); viability, %; H69AR cells, CellTiter-Glo, 72 h; measured here: cytotoxicity without doxorubicin
MRP resist rev with doxorubicin: also measured in MRP resist rev; calls as there; viability, %; measured here: viability with 2 uM doxorubicin; hits give low values
NFkB transloc inh cell count 2 µM: second read-out of NFkB transloc inh, no call of its own (marks repeat the call); cell count; measured here: cells passing quality filter;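 raw number of nuclei counted in each imaged well without normalization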
NFkB transloc pot cell count 2 µM: second read-out of NFkB transloc pot, no call of its own (marks repeat the call); cell count; measured here: cells passing quality filter
Starred values were filed as active, the others as inactive.

CCCCSc1nc(SCC(=O)NCc2ccco2)c2c3c(sc2n1)COC(C)(CC)C3 (stereo not given) was read as NFkB transloc inh 10, PLAP inhibitors HTS -21%, Bcl-B displacement -25%, NFkB transloc pot -10, NFkB transloc inh cell count 2 µM 118 and NFkB transloc pot cell count 2 µM 118.
CC(C)(C)NC(=O)CSc1nnc(Cc2ccc3c(c2)OCO3)n1C1CCCCC1 was read as NFkB transloc inh 3, PLAP inhibitors HTS 4%, Bcl-B displacement 0%, MRP resist rev -5, NFkB transloc pot -3, MRP resist rev cytotoxicity 89, MRP resist rev with doxorubicin 94, NFkB transloc inh cell count 2 µM 137 and NFkB transloc pot cell count 2 µM 137.
For Cc1ccc(/C=N/NC(=O)CSc2nc3ccccc3n2C)s1 the results were NFkB transloc inh 0, PLAP inhibitors HTS -1%, Bcl-B displacement 0%, NFkB transloc pot 0, NFkB transloc inh cell count 2 µM 133 and NFkB transloc pot cell count 2 µM 133.
`CN1C(=O)c2ccccc2C(C(=O)O)C1c1cn(C)c2ccccc12` (stereo not given) gave NFkB transloc inh -32, PLAP inhibitors HTS -4%, Bcl-B displacement 5%, MRP resist rev -4, NFkB transloc pot 32, MRP resist rev cytotoxicity 72, MRP resist rev with doxorubicin 76, NFkB transloc inh cell count 2 µM 120 and NFkB transloc pot cell count 2 µM 120.
For Cc1cc(Nc2ccccc2)c2c([N+](=O)[O-])c(C)cc(C)c2n1 the results were NFkB transloc inh -2, PLAP inhibitors HTS -13%, Bcl-B displacement 1%, NFkB transloc pot 3, NFkB transloc inh cell count 2 µM 118 and NFkB transloc pot cell count 2 µM 118.
CCNc1nc(NC(C)C)nc(OCC)n1 was read as NFkB transloc inh -25, PLAP inhibitors HTS 14%, Bcl-B displacement 8%, MRP resist rev 5, NFkB transloc pot 25, MRP resist rev cytotoxicity 89, MRP resist rev with doxorubicin 84, NFkB transloc inh cell count 2 µM 120 and NFkB transloc pot cell count 2 µM 120.
Screening COC(=O)c1cc(OC)c(OC)cc1NC(=O)c1c(-c2ccccc2)noc1C returned NFkB transloc inh -10, PLAP inhibitors HTS -9%, Bcl-B displacement -6%, MRP resist rev -18, NFkB transloc pot 9, MRP resist rev cytotoxicity 42, MRP resist rev with doxorubicin 60, NFkB transloc inh cell count 2 µM 162 and NFkB transloc pot cell count 2 µM 162.
`O=C(NNC(=O)C(c1ccccc1)c1ccccc1)c1cccs1` gave NFkB transloc inh -1, PLAP inhibitors HTS -86%, Bcl-B displacement -2%, NFkB transloc pot 1, NFkB transloc inh cell count 2 µM 180 and NFkB transloc pot cell count 2 µM 180.
`COCCOC(=O)C1=C(C)N(Cc2ccccc2)C(=O)NC1c1cccc(OC)c1OC` (stereo not given) gave NFkB transloc inh -4, PLAP inhibitors HTS -1%, Bcl-B displacement -6%, MRP resist rev -8, NFkB transloc pot 4, MRP resist rev cytotoxicity 98, MRP resist rev with doxorubicin 106, NFkB transloc inh cell count 2 µM 153 and NFkB transloc pot cell count 2 µM 153.
`COc1cc(/C=C/C(=O)Nc2ccccc2C(F)(F)F)cc(OC)c1OC` gave NFkB transloc inh 1, PLAP inhibitors HTS 4%, Bcl-B displacement -3%, NFkB transloc pot -1, NFkB transloc inh cell count 2 µM 74 and NFkB transloc pot cell count 2 µM 74.
Screening Cn1nnnc1SCC(=O)Nc1ccccc1[N+](=O)[O-] returned NFkB transloc inh 8, PLAP inhibitors HTS 8%, Bcl-B displacement 0%, NFkB transloc pot -8, NFkB transloc inh cell count 2 µM 132 and NFkB transloc pot cell count 2 µM 132.
CC1=C(C(=O)OC2CCCC2)C(c2ccc(C)o2)C2=C(CC(c3cccs3)CC2=O)N1 (stereo not given) was read as NFkB transloc inh -3, PLAP inhibitors HTS -17%, Bcl-B displacement -7%, MRP resist rev 6, NFkB transloc pot 3, MRP resist rev cytotoxicity 35, MRP resist rev with doxorubicin 29, NFkB transloc inh cell count 2 µM 109 and NFkB transloc pot cell count 2 µM 109.
`Cc1cc(NC(=O)Nc2cccc(C(F)(F)F)c2)no1` gave NFkB transloc inh -10, PLAP inhibitors HTS -2%, Bcl-B displacement -3%, MRP resist rev 25, NFkB transloc pot 10, MRP resist rev cytotoxicity 98, MRP resist rev with doxorubicin 73, NFkB transloc inh cell count 2 µM 166 and NFkB transloc pot cell count 2 µM 166.
Screening C/C=C/c1ccc(OCCCn2cncn2)c(OC)c1 returned NFkB transloc inh -10, PLAP inhibitors HTS -35%, Bcl-B displacement -10%, NFkB transloc pot 10, NFkB transloc inh cell count 2 µM 148 and NFkB transloc pot cell count 2 µM 148.
`CCC(=O)N1CCc2cc(S(=O)(=O)NCCC(=O)N3CC=C(c4ccccc4)CC3)ccc21` gave NFkB transloc inh 0, PLAP inhibitors HTS -42%, Bcl-B displacement -8%, MRP resist rev 1, NFkB transloc pot 0, MRP resist rev cytotoxicity 85, MRP resist rev with doxorubicin 84, NFkB transloc inh cell count 2 µM 93 and NFkB transloc pot cell count 2 µM 93.
For O=c1cc(CO)oc(CN2CCN(c3ccccc3F)CC2)c1O the results were NFkB transloc inh 16, PLAP inhibitors HTS -4%, Bcl-B displacement 12%, MRP resist rev -5, NFkB transloc pot -16, MRP resist rev cytotoxicity 89, MRP resist rev with doxorubicin 94, NFkB transloc inh cell count 2 µM 188 and NFkB transloc pot cell count 2 µM 188.
Screening CCCCNCc1cccn1-c1ccccc1 returned NFkB transloc inh 12, MRP resist rev 14, NFkB transloc pot -12, MRP resist rev cytotoxicity 86, MRP resist rev with doxorubicin 71, NFkB transloc inh cell count 2 µM 95 and NFkB transloc pot cell count 2 µM 95.
For COc1ccc(CCNC(=O)CN(c2ccccc2OC)S(C)(=O)=O)cc1 the results were NFkB transloc inh 0, PLAP inhibitors HTS 4%, Bcl-B displacement -7%, MRP resist rev 6, NFkB transloc pot 0, MRP resist rev cytotoxicity 95, MRP resist rev with doxorubicin 89, NFkB transloc inh cell count 2 µM 147 and NFkB transloc pot cell count 2 µM 147.
Screening Cc1cccc(NC(=S)NNC(=O)c2csc3c2CCC(C)C3)c1 (stereo not given) returned NFkB transloc inh 2, PLAP inhibitors HTS -8%, Bcl-B displacement 6%, NFkB transloc pot -2, NFkB transloc inh cell count 2 µM 153 and NFkB transloc pot cell count 2 µM 153.
COc1cc(C(=S)N2CCCC2)ccc1OC(=O)c1ccc(Cl)cc1[N+](=O)[O-] was read as NFkB transloc inh -15, PLAP inhibitors HTS -1%, Bcl-B displacement -16%, NFkB transloc pot 15, NFkB transloc inh cell count 2 µM 176 and NFkB transloc pot cell count 2 µM 176.
`CCOc1ccc(CN(C)CC(=O)c2c(N)n(Cc3ccccc3)c(=O)n(CC)c2=O)cc1OC` gave NFkB transloc inh -8, PLAP inhibitors HTS -71%, Bcl-B displacement -2%, MRP resist rev 3, NFkB transloc pot 8, MRP resist rev cytotoxicity 81, MRP resist rev with doxorubicin 79, NFkB transloc inh cell count 2 µM 166 and NFkB transloc pot cell count 2 µM 166.
COc1ccc(/C=N/NC2=NCCCCC2)cc1 was read as NFkB transloc inh 1, PLAP inhibitors HTS 12%, Bcl-B displacement -4%, NFkB transloc pot -1, NFkB transloc inh cell count 2 µM 188 and NFkB transloc pot cell count 2 µM 188.
`CC(=O)c1cccc(NC(=O)Nc2ccc(C(=O)N3CCOCC3)cc2)c1` gave NFkB transloc inh 7, MRP resist rev 3, NFkB transloc pot -7, MRP resist rev cytotoxicity 87, MRP resist rev with doxorubicin 84, NFkB transloc inh cell count 2 µM 97 and NFkB transloc pot cell count 2 µM 97.
`O=C(Nc1ccc(N2CCN(C(=O)c3ccccc3)CC2)cc1)c1ccc(Br)o1` gave NFkB transloc inh -24, PLAP inhibitors HTS -50%, Bcl-B displacement 0%, MRP resist rev -16, NFkB transloc pot 24, MRP resist rev cytotoxicity 70, MRP resist rev with doxorubicin 86, NFkB transloc inh cell count 2 µM 111 and NFkB transloc pot cell count 2 µM 111.
Screening COc1ccccc1CNc1nc2ccccc2n1CCN1CCCCC1 returned NFkB transloc inh -11, PLAP inhibitors HTS -18%, Bcl-B displacement 5%, MRP resist rev -22, NFkB transloc pot 11, MRP resist rev cytotoxicity 36, MRP resist rev with doxorubicin 58, NFkB transloc inh cell count 2 µM 136 and NFkB transloc pot cell count 2 µM 136.
CCCNS(=O)(=O)c1ccc(C(=O)NCC2CCCO2)cc1 (stereo not given) was read as NFkB transloc inh -11, PLAP inhibitors HTS -5%, Bcl-B displacement 3%, MRP resist rev 4, NFkB transloc pot 11, MRP resist rev cytotoxicity 102, MRP resist rev with doxorubicin 98, NFkB transloc inh cell count 2 µM 178 and NFkB transloc pot cell count 2 µM 178.
COc1ccc(-c2nc(-c3ccccc3)nc(N3CCN(C)CC3)c2C#N)cc1 was read as NFkB transloc inh -3, PLAP inhibitors HTS -21%, Bcl-B displacement 2%, NFkB transloc pot 3, NFkB transloc inh cell count 2 µM 182 and NFkB transloc pot cell count 2 µM 182.
COC(=O)c1cc(NC(=O)CCc2c(C)nc3ncnn3c2C)cc(C(=O)OC)c1 was read as NFkB transloc inh -8, PLAP inhibitors HTS -2%, Bcl-B displacement 3%, MRP resist rev -1, NFkB transloc pot 8, MRP resist rev cytotoxicity 75, MRP resist rev with doxorubicin 76, NFkB transloc inh cell count 2 µM 152 and NFkB transloc pot cell count 2 µM 152.
For CC(=O)c1c(C)n(-c2ccccc2)c2ccc(OCC(O)CN3CCOCC3)cc12 (stereo not given) the results were NFkB transloc inh -12, PLAP inhibitors HTS -52%, Bcl-B displacement -4%, MRP resist rev 5, NFkB transloc pot 12, MRP resist rev cytotoxicity 68, MRP resist rev with doxorubicin 64, NFkB transloc inh cell count 2 µM 140 and NFkB transloc pot cell count 2 µM 140.
O=C(Nc1ccc2c(c1)OCCO2)C1CCCN(S(=O)(=O)c2cccc3nsnc23)C1 (stereo not given) was read as NFkB transloc inh -6, PLAP inhibitors HTS -4%, Bcl-B displacement -63%, MRP resist rev -8, NFkB transloc pot 6, MRP resist rev cytotoxicity 72, MRP resist rev with doxorubicin 80, NFkB transloc inh cell count 2 µM 105 and NFkB transloc pot cell count 2 µM 105.
CC(C)CC(NC(=O)C(CC(C)C)NC(=O)OC(C)(C)C)C(=O)O (stereo not given) was read as NFkB transloc inh -25, PLAP inhibitors HTS -15%, Bcl-B displacement -1%, MRP resist rev 10, NFkB transloc pot 28, MRP resist rev cytotoxicity 98, MRP resist rev with doxorubicin 88, NFkB transloc inh cell count 2 µM 53 and NFkB transloc pot cell count 2 µM 53.

Screening results as filed in PubChem.

Some of the compounds tested (hit frequency here may not be typical).
